Compound activity: PubChem, several laboratories
GDH-TPI counter = counter-screen for M. tuberculosis FBA inhibitors: GDH-TPI coupled enzymes | GDH-TPI coupled enzyme counterscreen, NADH absorbance | inhibition, % at 4.8 µM | hit rate 1.2% among 360,000 | AID 588335;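 further: 0% = DMSO wells and 100% = wells lacking the enzyme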
DUSP3 inh = inhibitors of human VHR1 phosphatase (DUSP3); P51452; recombinant VHR phosphatase, pNPP absorbance; inhibition, % at 13.3 µM; hit rate 0.52% among 290,000; AID 1654; in the data active means inhibition above about 50%; further: some compounds called inactive have numbers as strong as hits
Target sequence (P51452 whole entry, looked up): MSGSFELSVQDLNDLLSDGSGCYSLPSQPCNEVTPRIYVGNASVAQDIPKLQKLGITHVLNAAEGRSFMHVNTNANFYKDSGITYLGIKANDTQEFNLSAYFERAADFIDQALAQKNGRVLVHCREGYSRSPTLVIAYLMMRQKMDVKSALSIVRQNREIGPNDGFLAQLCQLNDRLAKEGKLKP
FadD28 FP inh = blocks FadD28 binding to the bisubstrate probe. fluorescence polarization. hit rate 0.22% among 360,000. inhibition, % at 12.5 µM. AID 588549; in the data active means inhibition above about 8.5%, passing the limit was not always enough; inconclusive means no clear call, values can overlap the other calls
MazEF act = increases E. coli MazEF RNase cleavage of RNA | FAM/BHQ RNA-DNA oligo cleavage fluorescence, 5 h | AID 504720 | P0AE70 | activation, % at 20 µM | hit rate 0.32% among 350,000; in the data active means activation above about 50%
Target sequence (P0AE70 whole entry, looked up): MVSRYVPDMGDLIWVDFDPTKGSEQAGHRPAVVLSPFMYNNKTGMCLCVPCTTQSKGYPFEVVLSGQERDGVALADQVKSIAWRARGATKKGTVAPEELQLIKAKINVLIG
CCHF vOTU inh = blocks the CCHF virus ovarian tumor domain protease; CCHFV vOTU protease, Pep-AMC fluorescence; hit rate 0.55% among 370,000; AID 651958; inhibition, % at 11.5 µM; further: 0% = vehicle wells with enzyme and 100% = no enzyme wells
UGM FP inh = inhibitors of M. tuberculosis UDP-galactopyranose mutase; P9WIQ1; purified UGM, fluorescence polarization probe displacement; hit rate 0.06% among 320,000; inhibition, % at 10 µM; in the data active means inhibition above about 10%, passing the limit was not always enough; inconclusive means no clear call, values can overlap the other calls
Target sequence (P9WIQ1 whole entry, looked up): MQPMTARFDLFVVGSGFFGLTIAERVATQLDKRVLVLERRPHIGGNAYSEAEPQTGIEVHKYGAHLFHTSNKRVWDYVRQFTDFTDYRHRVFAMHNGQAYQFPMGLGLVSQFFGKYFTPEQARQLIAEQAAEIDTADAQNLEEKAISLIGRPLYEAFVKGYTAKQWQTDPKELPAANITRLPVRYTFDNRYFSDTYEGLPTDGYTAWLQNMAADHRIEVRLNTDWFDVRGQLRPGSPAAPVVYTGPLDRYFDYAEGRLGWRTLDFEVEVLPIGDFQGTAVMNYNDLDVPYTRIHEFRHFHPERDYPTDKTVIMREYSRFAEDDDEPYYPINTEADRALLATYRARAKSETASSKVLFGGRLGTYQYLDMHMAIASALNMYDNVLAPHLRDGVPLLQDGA
BoNT-F LC inh = blocks Botulinum neurotoxin F light chain protease; Multiplex microsphere protease cleavage assay, flow cytometry; hit rate 0.22% among 360,000; inhibition, % at 10 µM; in the data active means inhibition above about 35%, passing the limit was not always enough; inconclusive means no clear call, values can overlap the other calls; further: plate controls were buffer without enzyme for full effect and enzyme alone for no effect
Mtb FBA inh = inhibitors of M. tuberculosis fructose-bisphosphate aldolase; inhibition, % at 1 µM; AID 588726; purified M. tuberculosis FBA, fluorescence read-out; hit rate 2.3% among 360,000; P9WQA3; in the data active means inhibition above about 27%;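 further: 0% = vehicle and 100% = reference inhibitor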
Target sequence (P9WQA3 whole entry, looked up): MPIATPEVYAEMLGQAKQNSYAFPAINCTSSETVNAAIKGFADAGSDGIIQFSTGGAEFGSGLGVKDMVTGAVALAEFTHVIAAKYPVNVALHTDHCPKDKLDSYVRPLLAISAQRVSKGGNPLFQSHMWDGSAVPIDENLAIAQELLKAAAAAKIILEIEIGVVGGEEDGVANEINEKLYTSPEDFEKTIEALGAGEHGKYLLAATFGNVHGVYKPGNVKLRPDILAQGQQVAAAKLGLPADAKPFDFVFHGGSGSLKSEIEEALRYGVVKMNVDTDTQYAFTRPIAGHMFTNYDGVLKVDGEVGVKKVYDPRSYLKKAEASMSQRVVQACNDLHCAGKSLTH
Rv3671c protease = inhibitors of M. tuberculosis serine protease Rv3671c | inhibition, % at 5.96 µM | hit rate 0.048% among 320,000; in the data active means inhibition above about 38%;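 further: extracellular domain of Rv3671c used as enzyme; 0% = enzyme with DMSO and 100% = no enzyme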
Mtb BioA inh = BioA (M. tuberculosis) enzyme inhibition. hit rate 0.096% among 360,000. inhibition, % at 9.99 µM. purified M. tuberculosis BioA enzyme, plate reader; in the data active means inhibition above about 40%; inconclusive means no clear call, values can overlap the other calls
An asterisk follows results filed as active; ? = inconclusive; / = no result given. Unless noted, no stated cut-off is given here; in the data, active means inhibition above about 30%; inactive means the rest.

1: O=C(C1=C(O)C(=O)N(Cc2ccco2)C1c1cccs1)c1cccs1 (stereo not drawn)
2: CCOc1cccc2sc(=NC(=O)c3ccco3)n(CC(=O)OC)c12
3: CC(C)C(NC(=O)c1ccc(C(C)(C)C)cc1)C(=O)NCc1ccccn1 (stereo not drawn)
4: Cn1c(SCc2nc3ccccc3n2CCO)nc2ccccc21
5: COc1ccc(C(C)C)cc1-c1cncc(NC(C)=O)n1
6: CCOC(=O)N1CCC(NC(=O)c2cc(S(=O)(=O)N3CCOCC3)ccc2F)CC1
7: CC(=O)N1N=C(c2ccc(Br)cc2)OC12CCCC2
8: COc1ccc(CCNC(=O)CCCN2C(=O)C(c3ccccc3)Oc3cccnc32)cc1OC (stereo not drawn)

assay / entry | 1 | 2 | 3 | 4 | 5 | 6 | 7 | 8
GDH-TPI counter | 13 | 81* | 0 | -2 | 15 | 1 | 9 | -3
DUSP3 inh | -4 | 13 | / | 43 | / | -4 | -4 | 12
FadD28 FP inh | -0.3 | 0.4 | -0.7 | -0.5 | -0.9 | -2.2 | -1.6 | -2.7
MazEF act | 5 | 3 | 9 | -2 | / | 6 | 0 | 0
CCHF vOTU inh | 9 | -13 | 10 | -4 | 7 | / | -12 | -10
UGM FP inh | 6.5 | 0.5 | -2.2 | -0.4 | / | -2.8 | -0.6 | 0.5
BoNT-F LC inh | 0 | -1 | 1 | -11 | 1 | 0 | ? | 2
Mtb FBA inh | 0 | 9 | 3 | 15 | 0 | -1 | 2 | -1
Rv3671c protease | 1 | -13 | -4 | -12 | / | 0 | 1 | 7
Mtb BioA inh | / | / | 0.4 | -3.1 | 4.3 | / | / | -0.4

9: Cc1nc(SC(C(=O)c2ccccc2)c2ccccc2)n[nH]1 (stereo not drawn)
10: Cc1ccsc1C(=O)NNC(=O)C1C2C=CC(C2)C1C(=O)O (stereo not drawn)
11: CCC(Oc1cccc(C)c1)C(=O)Nc1ccccc1C(=O)N1CCOCC1 (stereo not drawn)
12: CC(=O)c1cccc(NC(=O)c2ccc(-c3ccccc3[N+](=O)[O-])o2)c1
13: CCOC(=O)c1c(NC(=O)C2CC2)sc2c1CC(C)(C)OC2
14: NC(=O)c1ccc(-c2nnc(Nc3ccc(S(N)(=O)=O)cc3)c3ccccc23)cc1
15: Cc1cc(C)c(-c2c(O)c3cccnc3n(C)c2=O)c(C)c1
16: O=C(Nc1sc2c(c1C(=O)O)CCC2)c1cccc(Cl)c1

assay / entry | 9 | 10 | 11 | 12 | 13 | 14 | 15 | 16
GDH-TPI counter | 12 | -2 | 0 | -4 | 3 | 28 | 7 | 7
DUSP3 inh | 31 | 5 | 10 | 2 | 13 | -15 | / | /
FadD28 FP inh | -0.2 | -3.4 | -3.0 | -3.8 | -2.7 | -9.4 | 1.9 | 5.7
MazEF act | -7 | 6 | 4 | -10 | -1 | 3 | 6 | 4
CCHF vOTU inh | 0 | 1 | 4 | 2 | 7 | 4 | 0 | -2
UGM FP inh | -2.3 | -1.6 | -1.5 | -2.2 | -1.1 | 3.2 | -2.6 | 0.4
BoNT-F LC inh | 5 | -4 | -1 | -5 | -10 | 11 | ? | -34
Mtb FBA inh | 1 | 0 | 0 | 1 | 1 | -2 | 1 | -3
Rv3671c protease | -3 | 1 | 2 | -18 | -1 | 0 | 2 | -8
Mtb BioA inh | -1.8 | -1.0 | -1.7 | 2.4 | / | 8.8 | -0.1 | /

17: CC(=O)c1ccc(N(C)C)c2c(N(C)C)cccc12
18: C=CCNC(=O)/C(=C\C=C\c1ccccc1)NC(=O)c1ccccc1Cl
19: Cc1nc(SCC(=O)c2ccc(Cl)cc2)c([N+](=O)[O-])[nH]1
20: CCN(CC)CC(=O)Nc1ccc2c(c1)Nc1ccccc1CC2
21: Cc1ccc(S(=O)(=O)Nc2ccc3c(c2)C(=O)N([C@H](C)CO)C[C@H](C)[C@@H](CN(C)C(=O)Nc2ccc4c(c2)OCO4)O3)cc1
22: CC(C)CN1CC(C)C(=O)NC1=S (stereo not drawn)
23: O=C(NCCCN1CCOCC1)c1ccc2c(c1)N(Cc1ccccc1)C(=O)c1ccccc1S2
24: CCN(CC)S(=O)(=O)c1cc(NC(=O)COC(=O)C2CCC2)ccc1C

assay / entry | 17 | 18 | 19 | 20 | 21 | 22 | 23 | 24
GDH-TPI counter | 13 | 31* | 17 | 5 | 12 | -4 | 9 | -8
DUSP3 inh | 4 | -2 | 24 | 49 | / | / | 7 | /
FadD28 FP inh | 0.8 | -3.8 | -1.9 | -3.9 | 0.2 | -4.1 | -2.0 | -3.0
MazEF act | -11 | 40 | -2 | 1 | 5 | 0 | 3 | 3
CCHF vOTU inh | -4 | -8 | 8 | 13 | -10 | -3 | -18 | 5
UGM FP inh | 3.4 | 2.1 | 0.2 | 2.3 | -3.6 | / | -3.7 | 0.4
BoNT-F LC inh | -1 | -25 | -8 | -8 | 4 | -3 | -2 | 8
Mtb FBA inh | 2 | -3 | -2 | 1 | 7 | -3 | -1 | 0
Rv3671c protease | -2 | -9 | 5 | 0 | 5 | / | -2 | 2
Mtb BioA inh | -0.6 | / | -0.8 | 0.8 | -1.1 | / | -1.6 | 1.6

Compound profiles, as listed above. Order of values: GDH-TPI counter | DUSP3 inh | FadD28 FP inh | MazEF act | CCHF vOTU inh | UGM FP inh | BoNT-F LC inh | Mtb FBA inh | Rv3671c protease | Mtb BioA inh
Shown for O=C(NCCCN1CCOCC1)c1ccc2c(c1)N(Cc1ccccc1)C(=O)c1ccccc1S2 = 9 | 7 | -2.0 | 3 | -18 | -3.7 | -2 | -1 | -2 | -1.6
Shown for CC(=O)c1ccc(N(C)C)c2c(N(C)C)cccc12 = 13 | 4 | 0.8 | -11 | -4 | 3.4 | -1 | 2 | -2 | -0.6
Shown for Cc1nc(SCC(=O)c2ccc(Cl)cc2)c([N+](=O)[O-])[nH]1 = 17 | 24 | -1.9 | -2 | 8 | 0.2 | -8 | -2 | 5 | -0.8

(continued)
25: CCOC(=O)C1CCCN(C(=O)c2ccc3c(=O)n(CCOC)c(=S)[nH]c3c2)C1 (stereo not drawn)
26: O=S(=O)(c1ccccc1)c1ncc(C(F)(F)F)cc1Cl
27: Cc1cc(=O)oc2cc(OCC(=O)N3CCCC3)ccc12
28: COc1cccc(OCCCCN2CC(C)OC(C)C2)c1 (stereo not drawn)
29: CCN(CC(=O)Nc1c(F)cccc1F)C(=O)CCN1C(=O)C2CCCCC2C1=O (stereo not drawn)
30: Cc1nn(C(C)C(=O)NNC(=S)Nc2ccc(Cl)cc2)c(C)c1[N+](=O)[O-] (stereo not drawn)
31: CC[C@H](CO)Oc1cc(NCc2ccc(Cl)c(Cl)c2)c2ncn(C(C)C)c2c1
32: C=CCn1c(SCc2ccc(F)cc2)nnc1-c1sc2nc(C)cc(C)c2c1N

assay / entry | 25 | 26 | 27 | 28 | 29 | 30 | 31 | 32
GDH-TPI counter | -1 | 2 | 2 | 5 | 0 | -7 | 2 | -7
DUSP3 inh | 4 | 6 | / | 2 | / | -2 | / | 24
FadD28 FP inh | -2.5 | -0.2 | -2.1 | -3.6 | 1.1 | -4.6 | -1.3 | -0.9
MazEF act | 0 | 0 | -4 | 4 | 4 | 1 | 3 | 2
CCHF vOTU inh | -7 | 17 | 4 | 7 | -4 | -10 | 8 | 1
UGM FP inh | 0.0 | / | -4.2 | -0.1 | 0.3 | -1.4 | 5.3 | -2.4
BoNT-F LC inh | 1 | -4 | 4 | -2 | ? | 12 | 2 | ?
Mtb FBA inh | -1 | 4 | 41* | -12 | 0 | -2 | 0 | 9
Rv3671c protease | 0 | / | 8 | -7 | 0 | 2 | 4 | 2
Mtb BioA inh | -6.0 | -0.5 | -0.9 | / | / | -0.3 | -1.3 | -5.6

33: CCOC(=O)C1=CCN(S(=O)(=O)c2ccccc2Br)C1c1ccc(Cl)c(Cl)c1 (stereo not drawn)
34: O=S(=O)(c1cccs1)N1CCN(C/C=C/c2ccccc2)CC1
35: O=C(/C=C/c1cccc(Br)c1)OCC(=O)N1CCN(c2ccccc2)CC1
36: CC(C(=O)Nc1ccc(C(N)=O)cc1)N1C(=O)c2ccccc2S1(=O)=O (stereo not drawn)
37: Cn1cc(CN2CCCCC2CO)c(-c2ccc(Oc3ccccc3)cc2)n1 (stereo not drawn)
38: CCOC(=O)c1cccc(NC(=O)Cn2c(CC(=O)NC)nc3ccccc32)c1
39: NC(=O)C1CCN(c2ccc(S(=O)(=O)N3CCC(Cc4ccccc4)CC3)cn2)CC1
40: O=C(CNC(=O)Cc1ccccc1)NCC(=O)N1CCCCC1

assay / entry | 33 | 34 | 35 | 36 | 37 | 38 | 39 | 40
GDH-TPI counter | / | 3 | -1 | 14 | 0 | -17 | 2 | 3
DUSP3 inh | / | -13 | / | / | 5 | 19 | 6 | -2
FadD28 FP inh | -1.2 | -1.4 | -2.1 | -3.7 | -2.7 | -2.5 | -4.0 | 1.0
MazEF act | / | -4 | 4 | 5 | 14 | -3 | -2 | 1
CCHF vOTU inh | 9 | 9 | -14 | 5 | 0 | -1 | 3 | -3
UGM FP inh | / | 4.9 | -0.1 | -2.1 | -1.3 | -0.9 | -1.2 | -1.1
BoNT-F LC inh | -12 | -8 | 2 | -12 | 0 | 10 | -3 | -3
Mtb FBA inh | 2 | 1 | -1 | 1 | -2 | -2 | -4 | 0
Rv3671c protease | / | -1 | 3 | -8 | -1 | 3 | 11 | 0
Mtb BioA inh | 1.1 | -0.9 | -0.4 | / | 1.6 | -1.7 | / | -0.4

41: Clc1ccc(-c2cc(CSc3ccccc3)on2)cc1
42: CC1Cc2ccccc2N1C(=O)CSc1nnc(CSc2ncccn2)n1C (stereo not drawn)
43: O=C(c1ccc(CNS(=O)(=O)c2ccc(Br)cc2)cc1)N1CCC2(CC1)OCCO2
44: CC1=CN2C(c3cccc([N+](=O)[O-])c3)=NON(c3ccc(C)cn3)C2C=C1 (stereo not drawn)
45: Cc1ccc(CSc2nc(-c3ccccc3)c(C#N)c(=O)[nH]2)cc1
46: CCOC(=O)c1csc(NC(=O)CSc2nnc(C3CC3)n2C)n1
47: CCCCNC(=O)C1CCN(S(=O)(=O)c2cnc[nH]2)CC1
48: O=C(Cn1cnc2scc(-c3ccc(Br)cc3)c2c1=O)N1CCOCC1

assay / entry | 41 | 42 | 43 | 44 | 45 | 46 | 47 | 48
GDH-TPI counter | -3 | 1 | 6 | / | 10 | 10 | -5 | 4
DUSP3 inh | 25 | 10 | 18 | / | 12 | -5 | -4 | 28
FadD28 FP inh | -5.2 | -1.3 | -4.1 | -1.9 | -4.1 | -0.3 | -2.1 | -5.8
MazEF act | -9 | -4 | -1 | / | -6 | 3 | 1 | -1
CCHF vOTU inh | 6 | -6 | -6 | -3 | 40* | 4 | 5 | -6
UGM FP inh | -0.4 | 3.7 | 0.8 | / | 0.0 | 0.9 | -2.8 | 0.6
BoNT-F LC inh | -44 | 2 | -9 | -5 | ? | 6 | ? | 7
Mtb FBA inh | 1 | -1 | 2 | 3 | 4 | -1 | 4 | -7
Rv3671c protease | -1 | -1 | -1 | / | -9 | -10 | -2 | 3
Mtb BioA inh | 0.2 | 6.8 | -0.4 | -0.7 | 8.0 | 0.5 | -0.1 | /

49: Cc1oc2cc(O)ccc2c(=O)c1Oc1ccc(F)cc1
50: CCCCC(=O)N(C)c1c(CC)nc2c(OCc3ccc(S(C)(=O)=O)cc3)cccn12
51: NS(=O)(=O)c1ccc2nc(-c3ccccc3)c(-c3ccccc3)nc2c1
52: CN(Cc1ccco1)C(=O)CSc1nn2c(=O)c(C(C)(C)C)nnc2s1

assay / entry | 49 | 50 | 51 | 52
GDH-TPI counter | 15 | 8 | 5 | 15
DUSP3 inh | 10 | / | 31 | /
FadD28 FP inh | -1.4 | -2.2 | -5.3 | -1.2
MazEF act | 0 | / | 2 | -11
CCHF vOTU inh | -120 | 24 | -21 | 0
UGM FP inh | -0.2 | / | 2.2 | 3.4
BoNT-F LC inh | -15 | -3 | 12 | 0
Mtb FBA inh | 103* | 0 | 22 | -2
Rv3671c protease | -6 | / | 1 | 0
Mtb BioA inh | 2.2 | 6.3 | 1.4 | 0.0
